MKP-3 inhibition = inhibition of rat DUSP6 enzyme activity – biochemical, in vitro, primary screen (AID 425). recombinant MKP-3 phosphatase activity, fluorescence; higher % means a stronger effect. inhibition, % at 20 µM, or IC50 in µM where a hit was titrated. 110,000 tested, 0.17% active; in the data active = inhibition above about 50%;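 note: plate controls were vehicle for no effect and reference inhibitor for full effect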
Hsp70 displacement = small molecules displacing fluorescent ligand from Hsp70 – biochemical, fluorescence polarization, primary screen (AID 583) | Hsp70 fluorescence polarization probe displacement, mP; higher % means a stronger effect | one-dose displacement, % at 20 µM; IC50 in µM for titrated hits | 140,000 tested, 0.06% active; in the data active = displacement above about 50%;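 note: plate controls were vehicle for no effect and reference ligand for full effect; a part of the inactive calls stands beside numbers as strong as those of hits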
Starred values were filed as active, the others as inactive; / = no result given.

SMILES	MKP-3 inhibition	Hsp70 displacement
Cc1ncsc1C(=O)Nc1nc2c(s1)CCCC2	-18%	-2.9%
O=C(OCCN1C(=O)c2ccccc2C1=O)c1ccco1	/	-4.4%
O=C(N/N=C/c1ccc(Cl)cc1)c1cc(-c2ccc3ccccc3c2)n[nH]1	12%	-2.5%
O=C(O)CCN1C(=O)/C(=C/C=C/c2ccc([N+](=O)[O-])cc2)SC1=S	4%	-1.6%
CN(C)S(=O)(=O)c1cccc(CSc2cccc[n+]2[O-])c1	-14%	0.1%
N#C/C(=C/c1ccc(N2CCCCC2)o1)c1cccc(F)c1	/	-67%
CNc1oc(-c2ccccc2)nc1S(=O)(=O)c1ccccc1	2%	-3.6%
CCOC(=O)c1c(-c2ccccc2)csc1NC(=O)CSc1nnnn1C	4%	5.5%
COc1cc(NC(=O)c2cnccn2)c(OC)cc1Cl	4%	3.6%
CCCCNC(=O)c1cc2n(n1)C(C(F)(F)F)CC(c1ccccc1)N2 (configuration not stated)	5%	1.6%
CCOC(=O)C1=C(C)N=c2s/c(=C\c3ccc(OC)cc3)c(=O)n2C1c1ccc(OC)cc1 (configuration not stated)	-2%	-2.7%
Cc1ccccc1-c1nc2cc(NC(=O)c3ccccc3[N+](=O)[O-])ccc2o1	-1%	-1.7%
CCCS(=O)(=O)N1CCCC(C(=O)NCCCN2CCCC2=O)C1 (configuration not stated)	-7%	-1.1%
COc1ccc(N2C(=O)S/C(=C\c3ccc(O)c(OC)c3)C2=O)cc1	-1%	-2.5%
Cc1cc(Cl)ccc1OCC(N)=O	2%	1.1%
COc1ccc(/C=N/NC(=O)C(=O)NCc2ccc(Cl)cc2)cc1	1%	-0.3%
CCOC(=O)C1CCN(C(=O)Cc2cccs2)CC1	-8%	-5.6%
COc1cc(C(=O)Nc2ccc(-c3nnc(-c4ccco4)o3)cc2)cc(OC)c1OC	/	12%
Cc1cccc(/C=C2/SC(=S)N(C)C2=O)c1	0%	2.7%
Cc1ccc(NC(=O)CC2Oc3ccccc3NC2=O)c(C)c1 (configuration not stated)	-2%	1.4%

Whole records from above. Order of values: MKP-3 inhibition, Hsp70 displacement
`Cc1ccccc1-c1nc2cc(NC(=O)c3ccccc3[N+](=O)[O-])ccc2o1` in the list: -1%, -1.7%
`CNc1oc(-c2ccccc2)nc1S(=O)(=O)c1ccccc1` in the list: 2%, -3.6%
`Cc1cccc(/C=C2/SC(=S)N(C)C2=O)c1` in the list: 0%, 2.7%
`CCOC(=O)C1CCN(C(=O)Cc2cccs2)CC1` in the list: -8%, -5.6%
`CCCCNC(=O)c1cc2n(n1)C(C(F)(F)F)CC(c1ccccc1)N2` (configuration not stated) in the list: 5%, 1.6%

(next part)
SMILES	MKP-3 inhibition	Hsp70 displacement
C=CCc1ccccc1OCCn1cc(C=C2C(=O)NC(=O)NC2=O)c2ccccc21	18%	-41%
Cc1nc([N+](=O)[O-])c(Br)n1CC(=O)c1ccc2ccccc2c1	/	3.4%
O=C(CCn1c(=O)oc2ccccc21)n1c(=O)oc2ccccc21	5%	2.6%
O=C(CN1CCN(c2ccc(F)cc2)CC1)NCC1CCCO1 (configuration not stated)	-16%	0.5%
Cc1cc(C)n(CC(O)Cn2ccc3ccccc32)n1 (configuration not stated)	/	1.4%
O=C(CCCOc1ccccc1)Nc1ccccc1F	2%	-2.3%
CCOc1ccc(-n2c(Cc3cc(=O)[nH]c(=O)[nH]3)nnc2SC(C)C(=O)OC)cc1 (configuration not stated)	-7%	-7.4%
CC(=O)Nc1nnc(-c2ccc3c(c2)CCCC3)o1	-1%	-0.1%
O=c1c2cnn(-c3ccc(F)cc3)c2ncn1Cc1ccc(F)cc1	/	-2.4%
Cc1cccc(-n2c(N)c(C(=O)N3CCN(C)CC3)sc2=S)c1	-9%	3.8%
CCC(c1nc2ccccc2c(=O)n1CCCn1ccnc1)N1C(=O)c2ccccc2C1=O (configuration not stated)	-4%	1.2%
CC(=O)c1c(C)nc2ccc(Cl)cn12	/	1.5%
O=C1CC(SC(=NCc2ccc3c(c2)OCO3)Nc2ccccc2)C(=O)N1 (configuration not stated)	-4%	-3.7%
CCCn1c(N)c(C(=O)CSc2nnnn2-c2ccc(O)cc2)c(=O)n(C)c1=O	/	6.4%
CC(C)(C)C(=O)Nc1ccc(C(=O)Nc2cccc(I)c2)cc1	1%	1.2%
COc1cccc(C2c3c(oc4ccccc4c3=O)C(=O)N2CCCN(C)C)c1OC (configuration not stated)	-2%	-1.1%
CCOC(=O)C1=C(O)/C(=C/c2ccc(O)c(OCC)c2)SC1=Nc1ccccc1	4%	-2.0%
CCN(CC)S(=O)(=O)c1cccc(C(=O)Nc2ccc(C#N)cc2)c1	-4%	0.2%
Nn1c(-c2ccccc2Cl)nnc1-c1ccccc1Cl	/	0.1%
Fc1ccc(-c2cc3nc(-c4ccccc4)cc(N4CCN(CCN5CCOCC5)CC4)n3n2)cc1	5%	-2.4%
COc1cccc(NC(=O)COc2ccccc2C(N)=O)c1	-6%	-0.1%
CCOC(=O)c1[nH]c2ccc(OC)cc2c1NC(=O)CN1CCC2(CC1)OCCO2	-12%	0.8%
Cc1ccc(C(=O)Cn2c(N3CCOCC3)nc3c2c(=O)n(C)c(=O)n3C)cc1	-10%	6.4%
Cc1ccc(C23CC4CC(CC(C(=O)NC5CCCCC5)(C4)C2)C3)cc1	3%	1.9%
CCCC(=O)Nc1nnc(CCN2CCCCC2)s1	/	2.4%
Cc1ccc(C)c(NC(=O)c2nnn(Cc3ccccc3)c2N)c1	/	4.4%
CC(C)n1cc(/C=C(\C#N)S(=O)(=O)c2ccccc2)c2ccccc21	-13%	-3.3%
O=C(O)CN1C(=O)/C(=C\c2cc([N+](=O)[O-])ccc2Cl)SC1=S	4%	-2.8%
COC(=O)c1sccc1N/N=C(\C)c1ccc(F)c(Cl)c1	/	0.4%
COc1ccccc1NC(=O)C1=C(C)NC(=O)NC1c1ccc(C(C)C)cc1 (configuration not stated)	1%	8.0%
Cc1nn2c(CN(C(=O)c3ccco3)c3ccccc3)nnc2c2ccccc12	-3%	3.7%
CCN(CC)C(=O)CN(c1cc(Cl)ccc1OC)S(C)(=O)=O	-12%	5.1%
O=C(COc1ccc(Br)cc1)N1CCCCC1	2%	-2.0%
COC(=O)c1cc2ccsc2n1Cc1nc(-c2ccc(OC)cc2)oc1C	-1%	-4.7%
CCOC(=O)n1c(SCC(N)=O)nc2ccccc21	/	0.3%
COc1ccc(NC(=O)c2cc3cc(Br)ccc3oc2=O)c(OC)c1	4%	1.1%
CCN1CCN(C(=O)c2nn(-c3ccc(C)cc3)c(=O)c3c2c2ccccc2n3C)CC1	-9%	-0.5%
Cc1ccnc(NS(=O)(=O)c2cccc3nsnc23)c1	3%	-2.2%
COc1ccc(Br)cc1C(=O)Nc1nc(-c2ccccc2)cs1	1%	-1.1%
CCC1(C)Cc2c(sc3nc4n(c(=O)c23)CCCS4)CO1 (configuration not stated)	-5%	0.7%

Overlap with the part before: 4 compounds, followed by the next part.
SMILES	MKP-3 inhibition	Hsp70 displacement
CCN1CCN(C(=O)c2nn(-c3ccc(C)cc3)c(=O)c3c2c2ccccc2n3C)CC1	-9%	-0.5%
Cc1ccnc(NS(=O)(=O)c2cccc3nsnc23)c1	3%	-2.2%
COc1ccc(Br)cc1C(=O)Nc1nc(-c2ccccc2)cs1	1%	-1.1%
CCC1(C)Cc2c(sc3nc4n(c(=O)c23)CCCS4)CO1 (configuration not stated)	-5%	0.7%
CCN(Cc1ccccc1)C(=O)c1ccccc1C	-3%	-2.1%
C/C(=C\c1ccccc1)C(=O)c1c(C)cc(C)[nH]c1=O	0%	3.2%
Cc1ccn(CC(=O)O)c(=O)c1	-1%	5.8%
CSc1nnc2c(n1)OC(c1cn(C)c3ccccc13)N(C(C)=O)c1ccccc1-2 (configuration not stated)	2%	0.8%
Oc1ccc(Br)cc1CN1CCN(Cc2ccccn2)CC1	2%	/
CCOC(=O)C1=C(CC)NC2=C(C(=O)CCC2)C1c1ccc(-c2ccccc2)cc1 (configuration not stated)	0%	0.2%
COC(=O)c1c(-c2cccc(OC)c2)csc1N	-7%	/
COC(=O)c1ccc(NS(=O)(=O)c2cccc3cccnc23)cc1	/	4.9%
CC(=O)NCCn1c(SCC#N)nc2ccccc2c1=O	3%	1.5%
O=C(Cn1nc(-c2ccccc2)c2ccccc2c1=O)Nc1cccnc1	/	6.1%
COc1ccc(C(=O)COC(=O)C(CCCCN2C(=O)C3C4C=CC(C4)C3C2=O)N2C(=O)C3C4C=CC(C4)C3C2=O)cc1 (configuration not stated)	/	-5.0%
C=CCn1c(SCC(=O)NCCO)nc2sc3c(c2c1=O)CCCC3	4%	1.9%
COC(=O)C1=C(C)NC(C)=C(C(=O)OC)C1c1ccccc1[N+](=O)[O-]	5%	7.1%
O=C(Nc1nccs1)c1cc(S(=O)(=O)N2CCOCC2)c(Cl)cc1Cl	/	-2.3%
COc1cc(OC)cc(C(=O)N2CCN(Cc3cc(OC)ccc3OC)CC2)c1	1%	0.2%
CN1CCN(CCCNC(=O)C2CCN(c3nnc(-n4cccc4)s3)CC2)CC1	-8%	-0.6%
Nc1ccc2c(c1)C(=O)N(CCCC(=O)O)C2=O	4%	2.0%
CCOc1cc(C)c(C(C)C)cc1S(=O)(=O)N1CCOCC1	-2%	6.2%
CN(C)CCNC(=O)c1ccc2c(c1)N(Cc1ccc(F)cc1)CCS2	3%	-2.4%
COc1ccc2cc3cc(C(=O)Nc4ccc5c(c4)OCCO5)oc3nc2c1	6%	10%

Next part (7 carried over from the part before).
SMILES	MKP-3 inhibition	Hsp70 displacement
O=C(Nc1nccs1)c1cc(S(=O)(=O)N2CCOCC2)c(Cl)cc1Cl	/	-2.3%
COc1cc(OC)cc(C(=O)N2CCN(Cc3cc(OC)ccc3OC)CC2)c1	1%	0.2%
CN1CCN(CCCNC(=O)C2CCN(c3nnc(-n4cccc4)s3)CC2)CC1	-8%	-0.6%
Nc1ccc2c(c1)C(=O)N(CCCC(=O)O)C2=O	4%	2.0%
CCOc1cc(C)c(C(C)C)cc1S(=O)(=O)N1CCOCC1	-2%	6.2%
CN(C)CCNC(=O)c1ccc2c(c1)N(Cc1ccc(F)cc1)CCS2	3%	-2.4%
COc1ccc2cc3cc(C(=O)Nc4ccc5c(c4)OCCO5)oc3nc2c1	6%	10%
Cc1cc(C)c(C)c(S(=O)(=O)NCC(=O)N2CCCC2)c1C	-14%	-0.6%
COc1ccccc1NC(=O)CCC1CCCC1	1%	1.6%
CC(=O)NC(CCS(C)(=O)=O)C(=O)Nc1ccc(C)c(F)c1 (configuration not stated)	-1%	4.2%
O=C(O)C1C2C=CC(C2)C1C(=O)OC1CC2CCC1C2 (configuration not stated)	-12%	0.1%
Cc1ccc(-c2c3c(=O)n(C)c(=O)n(C)c3cn2N2CCOCC2)cc1	0%	0.6%
Cc1ccc(OCC(=O)Nc2ccc(S(=O)(=O)Nc3onc(C)c3C)cc2)cc1	-6%	-1.1%
CC1CC(C)CN(CCC(=O)Nc2cccc(Cl)c2)C1 (configuration not stated)	4%	/
COc1ccc(CCNC(=S)Nc2cccc(C(F)(F)F)c2)cc1OC	3%	0.9%
CCOc1cc(C(=O)Nc2ccc(OCc3ccccc3)cc2)cc(OCC)c1OCC	7%	-2.1%
O=C(CSCc1ccc(F)cc1)NCc1ccco1	/	7.7%
O=C(c1ccco1)N1CCN(c2ncnc3scc(-c4ccccc4)c23)CC1	/	9.9%
Cc1cccc(C)c1NC(=O)CNc1ccccc1	-6%	3.2%
CCOc1ccc(C(C)=O)cc1N1C(=O)C2C3C=CC(C3=C(C)C)C2C1=O (configuration not stated)	3%	/
Cc1ccc(C(N)=O)cc1S(=O)(=O)Nc1cccc(C)c1C	-9%	-0.4%
COc1ccc(CN2C(=O)CN(C3CCCCCC3)C(=O)C2c2ccc(F)cc2)cc1 (configuration not stated)	/	4.0%
N#CC1=C(N)C(C#N)(C#N)C(c2cccc(Br)c2)C=C1C1CC1 (configuration not stated)	3%	9.6%
CCOC(=O)c1ccc(NC(=O)CSc2nnc(C3CC3)n2C)cc1	/	2.1%
Cc1ccc(N2CCN(C(=O)C3CCN(S(=O)(=O)c4cccc5nsnc45)CC3)CC2C)cc1 (configuration not stated)	-12%	1.8%
O=c1ccsn1Cc1ccccc1	1%	-3.5%
CN(C)c1ccc(/C=C/C=C/c2cc[n+](CCCS(=O)(=O)[O-])cc2)cc1	5%	-9.1%
CCN(CC)c1ccc(/C=N\N2CCN(Cc3ccc(C)cc3)CC2)c(O)c1	2%	-2.7%
COc1ccc(NC(=S)NCc2cccnc2)cc1	2%	-0.9%
COCCCNC(=O)Cn1nnc(-c2ccccc2NC(=O)c2ccccc2F)n1	-2%	4.5%
S=c1[nH]nc(-c2ccco2)n1-c1cccc2ccccc12	-1%	4.8%
CC(C)(C)C1(O)CC(c2ccccc2)=NO1 (configuration not stated)	5%	1.0%
CCN(CC)c1ccc2c(c1)oc(=O)c1c(Cl)cc(=O)oc12	-5%	23%
CCN(CC)CCCCOc1ccccc1[N+](=O)[O-]	-4%	13%
O=C(Nc1ccncc1)c1cncc(Br)c1	-6%	0.8%
Fc1ccc(CSc2nc3ncc(Br)cc3[nH]2)cc1	/	-3.3%
Nc1cc(NCCCC(=O)O)ccc1[N+](=O)[O-]	0%	1.2%
COc1ccc(NC(=O)N2CCOCC2)c(OC)c1	2%	-1.5%
Brc1ccc(Nc2c3c(nc4ncnn24)CCC3)cc1	4%	0.8%
O=C(O)CC1NC(=O)N(c2ccc(Cl)cc2)C1=O (configuration not stated)	1%	4.2%
NC(=O)C1CCN(c2nc(-c3ccccc3)nc3ccccc23)CC1	-5%	-4.6%

An excerpt. The share of hits here may be higher or lower than overall.
